High-throughput results as filed in PubChem BioAssay.
PABP1 MLLE inh: inhibitors of microRNA-mediated deadenylation, human PABP1 MLLE binding. P11940. GST-MLLE / FITC-PAM2 fluorescence polarization. inhibition, % at 20 µM. 360,000 compounds, 0.36% hits; in the data active = inhibition above about 35%, passing the limit was not always enough;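 also: plate controls were DMSO wells with GST-MLLE for no effect and wells lacking GST-MLLE protein for full effect; some results filed as inactive read as strong as hits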
bovine MsrA act: bovine methionine sulfoxide reductase A activation. purified bovine MsrA, absorbance read-out. activation, % at 10.6 µM. 360,000 compounds, 0.3% hits. AID 602163; in the data active = activation above about 7.5%;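 also: 0% = vehicle and 100% = reference activator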
Neddyl block: cullin neddylation inhibition. P61081+Q13564. TR-FRET cullin neddylation, biochemical. calls only at 25 µM. 360,000 compounds, 0.58% hits; in the data active = inhibition above about 36%
MsrA inhibitor: inhibitors of bovine MsrA; purified bovine MsrA, absorbance read-out; inhibition, % at 15.5 µM; 360,000 compounds, 0.75% hits; AID 651718; in the data active = inhibition above about 4.5%;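 also: 0% = vehicle wells with enzyme and 100% = reference inhibitor wells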
FAS-TE inh: FAS thioesterase (human) inhibition. P49327. recombinant FAS-TE, OMFH fluorogenic substrate, fluorescence endpoint. inhibition, % at 15 µM. 360,000 compounds, 0.67% hits. AID 602261;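 active = compounds whose normalised, plate-corrected inhibition of enzyme fluorescence in the single-dose primary screen is 50% or more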;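 also: 0% = DMSO with enzyme and 100% = substrate without enzyme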
Tb MetRS inh: Trypanosoma brucei MetRS inhibition. purified T. brucei MetRS, ATP depletion, Kinase-Glo luminescence. inhibition, % at 11.9 µM. 360,000 compounds, 0.4% hits. AID 624268;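 active = inhibition above a per-plate cutoff of the control wells' mean inhibition plus 3 SD, cut at about 5.5% in these data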;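 also: 0% = DMSO wells median and 100% = median of wells with control inhibitor compound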
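Assay system: T. brucei methionyl-tRNA synthetase, purified | Medium: HEPES buffer with MgCl2, KCl, DTT, spermine, BSA, pyrophosphatase | Compound: 11.9 µM single point | Incubation: 15 min enzyme-compound preincubation, 2 h reaction, 10 min detection, 25 °C | Measured by: Kinase-Glo luciferase luminescence reporting remaining unconsumed ATP | Measure: % inhibition normalized to control-well medians | Replication: Singlicate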
CSN deneddyl inh: inhibitors of human CSN-mediated cullin deneddylation; Q92905; Purified CSN, SCF-Nedd8-OG deneddylation, fluorescence polarization; inhibition, % at 12.5 µM; 360,000 compounds, 0.38% hits; AID 651999;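 active = pattern-corrected inhibition above about 35%, with an unprinted fluorescence ratio check between 0.5 and 1.5, limit read from the data, passing the limit was not always enough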;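 also: 0% = enzyme with substrate and 100% = substrate without enzyme; some results filed as inactive read as strong as hits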
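Detection – fluorescence polarization · System – HEK293T-derived human Csn5 enzyme · Controls – substrate-only high control, full reaction low control · Timing – 90 min, room temperature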
eLon inh: inhibits E. coli Lon protease. P0A9M0. purified E. coli Lon protease, fluorescence polarization. 360,000 compounds, 0.42% hits. inhibition, % at 7.94 µM; in the data active = inhibition above about 13%, passing the limit was not always enough;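 also: 0% = enzyme with probe and DMSO and 100% = no enzyme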
Target sequence (P0A9M0 whole entry, looked up): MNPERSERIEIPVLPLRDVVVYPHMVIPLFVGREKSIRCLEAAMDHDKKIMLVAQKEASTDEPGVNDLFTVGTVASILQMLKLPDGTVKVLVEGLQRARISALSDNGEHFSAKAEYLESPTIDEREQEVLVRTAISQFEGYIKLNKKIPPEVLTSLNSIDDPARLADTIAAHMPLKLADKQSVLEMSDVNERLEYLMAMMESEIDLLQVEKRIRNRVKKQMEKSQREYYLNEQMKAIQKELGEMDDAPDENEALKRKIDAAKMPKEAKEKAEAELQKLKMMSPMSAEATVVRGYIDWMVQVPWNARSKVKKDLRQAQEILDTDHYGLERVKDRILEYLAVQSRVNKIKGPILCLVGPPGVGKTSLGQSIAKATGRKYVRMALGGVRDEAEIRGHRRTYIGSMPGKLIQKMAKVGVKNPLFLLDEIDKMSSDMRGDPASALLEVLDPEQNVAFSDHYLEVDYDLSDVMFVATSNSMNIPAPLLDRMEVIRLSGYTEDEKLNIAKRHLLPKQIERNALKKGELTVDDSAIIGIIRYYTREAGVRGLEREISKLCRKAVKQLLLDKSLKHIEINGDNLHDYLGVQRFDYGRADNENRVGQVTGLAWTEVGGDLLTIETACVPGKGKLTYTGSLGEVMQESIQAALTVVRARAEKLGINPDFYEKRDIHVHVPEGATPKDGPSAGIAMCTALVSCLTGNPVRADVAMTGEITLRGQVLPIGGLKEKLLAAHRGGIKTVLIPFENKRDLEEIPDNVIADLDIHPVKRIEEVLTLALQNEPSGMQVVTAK
Rin1 Abl inh: blocks binding of human Rin1 to Abl; P00519+Q13671; TR-FRET Rin1/Abl binding, biochemical; inhibition, % at 7.35 µM; 360,000 compounds, 0.4% hits; in the data active = inhibition above about 5%, passing the limit was not always enough
Active calls of the source: *; i = inactive; x = not tested or not shown; + = active, no number.

SMILES	PABP1 MLLE inh	bovine MsrA act	Neddyl block	MsrA inhibitor	FAS-TE inh	Tb MetRS inh	CSN deneddyl inh	eLon inh	Rin1 Abl inh
CNc1c(NS(=O)(=O)c2ccc(F)cc2)c(=O)oc2ccccc12	-16	-1	i	0.1	1	-0.3	-3	-5	3
Cc1cc(C(=O)CSc2ccc3c(c2)OCCO3)c(C)n1C1CC1	21	-2	i	1.2	13	0.8	6	0	-6
C[C@@H]1CN([C@H](C)CO)C(=O)CCCn2nncc2CO[C@@H]1CN(C)C(=O)NC1CCCCC1	14	-5	i	1.6	-5	-0.9	4	2	-1
COc1ccc(OCC(=O)Nc2ccc3c(c2)nc(CCn2ccccc2=O)n3C)cc1	-6	-3	i	-0.1	-4	0.1	-2	-1	-1
CC(C)C(NS(=O)(=O)c1cccs1)C(=O)N1CCC(C(N)=O)CC1 (stereo not drawn)	-17	-9	i	0.7	-7	0.1	0	-11	5
CN(C)CCNc1nc2c(c(=O)[nH]c(=O)n2C)n1CC(O)COc1ccc(Cl)cc1Cl (stereo not drawn)	1	2	i	-1.1	-1	0.3	6	2	-3
CCC/C(=N\NC(=O)c1csc(C)c1C)c1cccs1	-1	-4	i	1.0	-9	-0.9	-1	-10	4
O=C(Nc1ccc(N2CCCCC2)c(C(=O)O)c1)c1ccco1	10	-15	i	1.5	-14	-1.2	0	-4	-1
Cc1sc(NC(=O)CN(Cc2ccc(F)cc2)C(=O)C(C)(C)C)c(C(N)=O)c1C	1	-2	i	3.1	2	-0.3	5	0	-1
COC(c1ccc(Cl)cc1)(c1ccc(Cl)cc1)C(Oc1nc(C)cc(C)n1)C(=O)O (stereo not drawn)	10	2	i	1.6	-2	-0.2	3	-5	0
CCC(C)c1ccc(NC(=S)NC2CCN(Cc3ccccc3)CC2)cc1 (stereo not drawn)	-53	-2	i	-0.8	10	-0.6	-2	-3	-1
COc1ccc(/C=N/NC(=O)c2ccc(-c3ccccc3)cc2)cc1O	0	-6	i	2.4	4	-0.5	-6	-7	6
CCOc1ccc(-n2cc(-c3ccccc3)c3c(N4CCOCC4)ncnc32)cc1	3	-1	i	2.7	20	1.5	-1	1	-2
Cc1ccc(S(=O)(=O)N2CCN(C(=O)CN3C(=O)NC(C)(CCC(C)C)C3=O)CC2)c(C)c1 (stereo not drawn)	17	-2	i	-0.3	3	-0.3	2	-11	1
O=C1c2ccccc2C(Nc2ccc(-c3nc4ccccc4[nH]3)cc2)N1Cc1ccco1 (stereo not drawn)	-2	0	i	3.3	7	2.7	-2	-3	-4
Cc1cccc(C)c1NC(=O)C1CCCN1S(=O)(=O)c1ccc(-c2ccc(=O)[nH]n2)s1 (stereo not drawn)	-2	-2	i	0.6	-1	-0.6	-3	-14	2
CC(C)[C@H](NC(=O)[C@@H]1Cc2ccccc2CN1)C(=O)Nc1ccc2c(c1)OCCO2	1	-3	i	-1.9	-2	-0.1	-1	5	-1
O=C(COC(=O)CCC(=O)c1ccc(F)cc1)NCCc1ccccc1	-7	-3	i	-0.4	-3	-0.2	-2	-1	4
Cc1occc1C(=O)N/N=C/c1ccc[nH]1	3	-3	i	2.0	-5	0.1	2	-7	-1
Cc1ccc2nc3nc(NCC4CCCO4)c(C(=O)NC4CCCC4)cc3c(=O)n2c1 (stereo not drawn)	0	2	x	-1.0	-5	-0.5	-3	3	-4
CCc1c(C)nc2ncnn2c1NCCc1ccc(Cl)cc1	1	-3	i	-0.9	-4	0.2	-1	-2	0
COc1cc(F)ccc1-c1cc(C(=O)NCC2CCCCC2)[nH]n1	12	-5	i	-0.8	12	-0.4	1	-14	-1
COc1ccc(-c2nc(CS(=O)(=O)CC(=O)NC3CCCCC3C)c(C)o2)cc1 (stereo not drawn)	3	-2	i	-1.6	-1	0.2	1	0	-1
CCCCCCCCN1C(=O)[C@H](CC(=O)N2CCSCC2)C[C@@]2(C(=O)OC)CCCCC=C12	x	0	i	-0.1	13	-0.3	-2	-6	x
O=C(c1ccco1)N1CCN(C(=O)c2ccc(CS(=O)c3ccc(F)cc3)o2)CC1 (stereo not drawn)	-1	-12	i	-0.3	0	-0.4	1	-16	4
CCCn1c(=O)c2ccccc2n2c(SCCOc3ccc(OC)cc3)nnc12	-41	-4	i	0.9	13	-0.7	-2	0	5
c1ccc(-c2cc(-c3ccncc3)nc3ccc4ccccc4c23)cc1	11	1	i	-0.6	33	0.4	3	4	-1
Cc1ccc2nc(SCC(=O)Nc3ccc(F)cc3F)nc(=O)n2c1	0	-2	i	0.6	-6	-0.2	-2	-6	-2
COc1cc2c(cc1OC)C(=S)NC1(CCCC1)C2	7	-17	i	6.1*	-6	-1.2	0	3	2
Cc1[nH]n(-c2ccccc2)c(=O)c1N=Nc1ccc2c(c1)OCCO2	-3	-1	i	0.1	16	0.1	1	-4	1
CCN(CC)c1ccc(/C=N/N2CCOCC2)c(O)c1	6	-3	i	4.0	-12	0.2	0	-13	-4
NC(=O)CN1C(=O)C2C3CCC(C3)C2C1=O (stereo not drawn)	4	-7	i	1.4	-8	-0.2	0	-10	-2
Cc1c(NS(=O)(=O)c2ccc3c(c2)c(=O)n(C)c(=O)n3C)c(=O)n(-c2ccccc2)n1C	2	-3	i	2.3	-11	0.0	1	-1	3
CC(=O)N[C@@H](Cc1ccc(O)cc1)CN1C(N)=NC[C@@H]1CC(C)C	-1	-1	i	0.0	-11	-0.1	0	-5	-1
COC(=O)C(Cc1c[nH]c2ccccc12)NC(=O)c1ccccc1Br (stereo not drawn)	-9	-4	i	0.1	-5	0.0	0	10	1
CCCCC(=O)NCCc1cc2ccc(OC)cc2[nH]c1=O	1	-11	i	3.6	-12	-1.5	0	-9	1
O=C(N/N=C/c1cccc2ccccc12)c1ccncc1	-10	-3	i	3.4	-3	0.8	6	-6	-3
CN(CCO)C(=O)C(c1ccccc1)c1ccccc1	3	2	i	-0.8	-5	0.1	2	1	0
CCc1ccc(OC2=NS(=O)(=O)c3ccccc32)cc1	11	-9	i	0.3	-9	-1.3	-2	-3	3
COc1ccc(CCNC(=O)Cc2ccsc2)cc1	-9	-5	i	-1.5	-4	-0.3	1	-6	-2

Whole records, looked up by structure. Screens in order: PABP1 MLLE inh | bovine MsrA act | Neddyl block | MsrA inhibitor | FAS-TE inh | Tb MetRS inh | CSN deneddyl inh | eLon inh | Rin1 Abl inh
COc1ccc(CCNC(=O)Cc2ccsc2)cc1 across the screens: -9 | -5 | i | -1.5 | -4 | -0.3 | 1 | -6 | -2
CCC/C(=N\NC(=O)c1csc(C)c1C)c1cccs1 across the screens: -1 | -4 | i | 1.0 | -9 | -0.9 | -1 | -10 | 4
COC(c1ccc(Cl)cc1)(c1ccc(Cl)cc1)C(Oc1nc(C)cc(C)n1)C(=O)O (stereo not drawn) across the screens: 10 | 2 | i | 1.6 | -2 | -0.2 | 3 | -5 | 0

Returning to the listing, starting three compounds before the break.
SMILES	PABP1 MLLE inh	bovine MsrA act	Neddyl block	MsrA inhibitor	FAS-TE inh	Tb MetRS inh	CSN deneddyl inh	eLon inh	Rin1 Abl inh
CN(CCO)C(=O)C(c1ccccc1)c1ccccc1	3	2	i	-0.8	-5	0.1	2	1	0
CCc1ccc(OC2=NS(=O)(=O)c3ccccc32)cc1	11	-9	i	0.3	-9	-1.3	-2	-3	3
COc1ccc(CCNC(=O)Cc2ccsc2)cc1	-9	-5	i	-1.5	-4	-0.3	1	-6	-2
COc1cc(CCC(=O)OCC(=O)NCc2ccc(Cl)cc2)cc(OC)c1OC	-7	-6	i	0.3	-3	-0.5	-9	-5	3
Cc1cccc(C)c1-n1nnnc1C1(C)CCC(=O)N1CCc1ccc(O)cc1 (stereo not drawn)	x	-1	i	0.0	-4	-1.0	-6	1	x
O=S1(=O)N=C2CCCCCN2C(c2ccc(Cl)cc2)N1 (stereo not drawn)	-1	-1	i	1.9	-5	0.5	-5	-3	4
Nc1c(N(CCC2=CCCCC2)C(=O)c2ccccc2F)c(=O)[nH]c(=O)n1Cc1ccccc1	-9	-4	i	1.0	1	-0.1	7	-14	-2
Cn1cc(CNC(=O)c2cc(-c3ccccc3)nc3ccc(Br)cc23)cn1	-19	-3	i	0.9	8	-0.2	0	4	-39
CCOC(=O)CSc1ncnc2c1cnn2-c1ccc(C)cc1C	5	-7	i	0.1	7	-0.8	6	2	3
O=C(COC(=O)CSc1ccc([N+](=O)[O-])cc1)NC1CCCCCCC1	31	-10	i	1.5	5	-0.6	2	9	3
O=C(NCC1CCCO1)c1ccc2ccccc2n1 (stereo not drawn)	-13	0	i	-1.0	-2	-1.1	-3	-2	-3
COc1ccc(NC(=O)Nc2ccon2)cc1OC	3	-2	i	0.1	-2	-0.2	0	2	4
COCCNC(=O)c1nn2c(C(F)(F)F)cc(-c3ccccc3)nc2c1Br	2	-3	i	-1.4	-4	-0.1	0	-3	4
O=c1[nH]c2cc([N+](=O)[O-])ccc2c2ccccc12	-2	-4	i	0.2	9	-0.2	0	-9	2
COC(=O)c1cc2c(s1)-c1ccccc1CC2	2	-1	x	1.6	10	-1.3	-4	-5	-3
CCOC(=O)C1CCN(c2cc3c(cc2NC(=O)c2ccccc2F)n(C)c(=O)n3C)CC1	-8	-6	i	0.6	-7	-1.1	2	8	3
CC(=O)NC1(C(F)(F)F)NC(=O)N(C2CCCCC2)C1=O (stereo not drawn)	8	-4	i	-1.7	-5	0.1	3	2	2
Cc1c(OCC(=O)NCc2cccnc2)ccc2c3c(c(=O)oc12)CCC3	-10	-4	i	1.3	-7	0.2	1	2	1
CC1S/C(=N/N=C/c2cccs2)NC1=O (stereo not drawn)	-36	-5	i	5.0*	-6	-0.6	1	6	-6
O=C(Cc1cccs1)Nc1nnc(C2CC2)s1	-19	-2	i	0.7	-6	0.3	-5	-4	1
COc1ccc(OCc2nnc(SCC(=O)Nc3nnc(C4CC4)s3)n2C)cc1	-9	-2	i	0.6	-1	0.1	3	-9	1
C/C(=N\NC(=O)CN1CCN(Cc2ccccc2)CC1)c1cccs1	3	-4	i	1.5	-4	0.2	-2	3	1
COc1ccc(NS(=O)(=O)c2cccc(NC(=O)c3ccccn3)c2)cc1	-13	-1	i	-0.3	9	-0.2	-5	-9	-1
CC1(C(=O)NC2CCCCCC2)CCN1C(=O)C1(c2ccccc2)CC1 (stereo not drawn)	12	0	i	-1.9	-6	-0.2	-6	8	-2
CCc1nc2c(OCc3ccc(C(F)(F)F)cc3)cccn2c1N(C)C(=O)c1ccc(C)cc1	5	-1	i	-0.3	7	-0.1	3	8	0
Cc1ccc(C(N)=S)c(C)c1	40*	-3	i	1.0	-10	-0.8	0	3	3
Cc1cc(C)nc(SCc2ccc(C(=O)N/N=C/c3ccc(C(=O)O)cc3)cc2)n1	3	-14	i	0.0	-4	-1.1	2	-7	-2
Cc1sc2ncnc(SCC(=O)NC(=O)c3cccn3C)c2c1C	-12	1	i	-0.5	-1	-0.2	-1	-22	-10
Cc1cc(C)c(-c2c(O)c3ccccc3n(C)c2=O)c(C)c1	2	-11	+	-0.5	-8	-0.9	3	2	4
Cc1ccc(NC(=O)c2ccoc2C)cc1C	-3	-2	i	-0.4	-9	-0.3	-14	7	3
O=C(COC(=O)C1CSC2(c3ccc(F)cc3)CCC(=O)N12)NC(=O)NC1CCCC1 (stereo not drawn)	0	-2	i	-0.6	-5	-0.8	5	-5	0
